UDG counter: counter-screen for AID inhibitors: uracil-DNA glycosylase inhibition. AID 1347430. 0.14% of 91,000 active. Potency, µM (series often up to 115 µM), for inactives: at the top dose activity change, negative = inhibition, actives largely listed as inhibitors. FRET deamination/UDG coupled assay, UDG read, 4 h; also: nearly all actives have a fitted effect of over 65% in size
AID inhibitor: activation induced cytidine deaminase inhibition. Q9GZX7. AID deamination FRET fluorescence, UDG-coupled, 4 h. Potency, µM (series often up to 115 µM), inactives show at the highest dose activity change, negative = inhibition, hits mostly inhibitors. 0.32% of 91,000 active. AID 1347428; also: nearly all actives have a fitted effect of over 25% in size
Target sequence (Q9GZX7 whole entry, looked up): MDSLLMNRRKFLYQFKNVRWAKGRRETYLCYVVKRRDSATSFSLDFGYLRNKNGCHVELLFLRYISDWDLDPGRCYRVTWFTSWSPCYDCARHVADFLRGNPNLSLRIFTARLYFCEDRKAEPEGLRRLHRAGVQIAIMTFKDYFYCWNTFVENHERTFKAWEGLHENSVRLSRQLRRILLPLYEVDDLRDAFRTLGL
* = called active by the depositor; u = inconclusive; [ ] = another dose, or the depositor's remark. Calls follow the shape of the dose curve; as a rule, active = well fitted curve in the direction sought with a large enough effect; inconclusive = small, poorly fitted or top-dose-only effect, or another doubt; inactive = no such curve, though single readings can be large; an effect the other way counts as inactive or inconclusive. % is scaled to controls: 0 for no effect and ±100 for the full control effect; potency is read from the fitted curve at half-maximal effect. These rows are one share of the data; the hit share may differ from the screen's.

SMILES	UDG counter	AID inhibitor
CC(=O)c1c(C)[nH]c(C(=O)C(C)OC(=O)c2ccc(C)c(O)c2)c1C (stereo not drawn)	3%	5%
Cc1cccc(-n2cc(-c3ccccc3)c3c(NC4CCCC4)ncnc32)c1	-8%[57.5 µM]	-18%
CCOC(=O)/C(C#N)=C/c1ccsc1C	-2%	0%
O=C(NCc1cnn(-c2ccccc2)c1)C1CCN(S(=O)(=O)c2ccc(F)cc2)CC1	-4%	-5%
Cc1ccc(NC(=O)Cn2c(=O)n(Cc3nc(-c4ccccc4)no3)c(=O)c3cc4c(cc32)OCO4)cc1F	-16%[57.5 µM]	9%
CCc1ccccc1NC(=O)Cn1nnc(C(=O)OC)c1C(=O)OC	-1%	4%
CC(C)C(Nc1ccc([N+](=O)[O-])cn1)c1ccc(Cl)cc1 (stereo not drawn)	-6%	-18%
Cc1ccc(OCCNC(=O)c2cc3ccccc3n2C)cc1	-11%	-18%
CCc1ccc(NC(=O)CSc2nc3ccccc3c(=O)n2CCC(=O)NC2CCCCC2)cc1	0%	38%[activator]
CN(C)CCCNc1nc(-c2ccncc2)nc2ccccc12	-1%	-15%
CCc1cccc(NC(=O)CCc2nc3cccnc3n2Cc2ccc(OC)cc2)c1	-6%	6%
COc1cc(C(=O)C(C#N)C(=O)CC(C)(C)C)cc(Cl)c1OC (stereo not drawn)	-10%	-2%

The final 3 records of the section above open the next one.
SMILES	UDG counter	AID inhibitor
CN(C)CCCNc1nc(-c2ccncc2)nc2ccccc12	-1%	-15%
CCc1cccc(NC(=O)CCc2nc3cccnc3n2Cc2ccc(OC)cc2)c1	-6%	6%
COc1cc(C(=O)C(C#N)C(=O)CC(C)(C)C)cc(Cl)c1OC (stereo not drawn)	-10%	-2%
Cc1cc2oc(C(=O)Nc3cccc(-c4nc5ccccc5o4)c3)c(C)c2cc1Cl	-24%	-2%
COc1ccccc1N1CCN(C(=O)c2cnc(N3CCOCC3)c3ccccc23)CC1	18%	12%
CCCCC1CCNC1 (stereo not drawn)	-6%	-7%
COc1ccccc1C(=O)N(Cc1ccco1)Cc1ccccc1F	-7%[57.5 µM]	u
O=C(COC(=O)c1ccc(S(=O)(=O)N2CCCCCC2)cc1)NCc1ccccc1	3%	-5%
Cc1ccc(C)c(N2CCN(C(=O)c3ccc4c(Cl)c5c(nc4c3)CCCC5)CC2)c1	-5%	u
COc1cc(OC)c(OC)cc1/C=C/c1nc2cc3ccccc3cc2c(=O)n1-c1ccc(F)c(Cl)c1	7%	-12%
CCCOc1c(I)cc(/C=C(\C#N)C(=O)OCC)cc1OC	-2%	-12%
N#Cc1cc([N+](=O)[O-])ccc1Nc1ccc2c(c1)CCC2	-8%	-3%
COc1cccc(-c2cc(=O)c3ccccc3o2)c1N	7%	-3%
COc1cc(C2CC(=O)Nc3c2c(C)nn3-c2nc(C)cc(C)n2)cc(OC)c1O (stereo not drawn)	7%	-4%
CCOc1ccc(NC(=O)Cn2cc(S(=O)(=O)c3ccc(C)cc3)c(=O)c3cc(F)ccc32)cc1	0%	6%
CCN(CC)S(=O)(=O)c1ccc(C)c(N=CN(C)C)c1	4%	0%
Cc1cccc(OCCNC(=O)Cc2n[nH]c(=O)c3ccccc23)c1	-2%	-9%
CC(=O)c1cc(C(=O)Nc2cccc(C)c2)c2ccccn12	-20%	u
COc1ccc(Cl)cc1NC(=O)c1nc2ccccc2nc1N1CCCCC1	-5%	-15%
Cc1nn(C(=O)c2ccccc2)c(C)c1S(=O)(=O)N1CCCCCC1	4%	17%
CCc1ccccc1Nc1nn2c(=O)c3ccc(C(=O)NC4CCC(C)CC4)cc3nc2s1 (stereo not drawn)	-3%	0%
COc1cccc(CNS(=O)(=O)c2ccc3c(c2)CC(C)N3C(=O)C2CCC2)c1 (stereo not drawn)	0%	0%
O=C(/C=C\c1ccc2c(c1)OCO2)NC1CC(=O)N(c2cccc(F)c2)C1 (stereo not drawn)	-3%	-14%
COC(=O)CC(C(=O)OC)N1CCCC1 (stereo not drawn)	-3%	-2%
N#C/C(=C/c1ccccc1OCc1cccc(C(F)(F)F)c1)C(=O)NCc1ccc(F)cc1	-4%	-12%
COc1ccc(CNC(=O)CSc2n[nH]c(-c3ccc(F)cc3)n2)cc1	0%	9%
O=C(NCCSc1c(-c2ccccc2)[nH]c2ccccc12)c1ccc(S(=O)(=O)N2CCOCC2)cc1	1%	-14%
Cc1ccc(S(=O)(=O)/C=C/C#N)cc1	9%	-3%
CC(C)(C)OC(=O)N1CCC(c2c(C(=O)N3CCC(c4ccccc4)C3)cnn2-c2cccc(Cl)c2)CC1 (stereo not drawn)	u	40µM*
COc1ccc(N2CCN(C(=O)c3c(C)oc4ncn(CC(C)C)c(=O)c34)CC2)cc1	u	-24%
NC1(C(=O)O)Cc2ccccc2C1	2%	17%
O=C(NCCc1cc2ccccc2[nH]1)Nc1cccc2ccccc12	5%	-2%
Cc1cccc(NC(=O)C2CCCN(S(=O)(=O)c3cnc[nH]3)C2)c1C (stereo not drawn)	-6%[57.5 µM]	23%[57.5 µM]
Cc1ccccc1OCC(=O)Nc1c(C)ccc2nsnc12	-11%	7%
CCc1ccccc1NC(=O)NC(CC)Cn1nnc2ccccc2c1=O (stereo not drawn)	-7%[57.5 µM]	4%
COc1ccc2c(Sc3ccc(Cl)cc3)c(C(=O)NCCCN3CCCCC3)[nH]c2c1	-5%	296%[activator]
COC(=O)c1ccc(NC(=O)c2cc(S(=O)(=O)N3CCOCC3)cn2C)cc1	7%	2%
O=C(CSc1cn(CC(=O)N2CCCC2)c2ccccc12)Nc1cccc(C(F)(F)F)c1	0%	46%[activator]
CCOc1ccc(N(Cc2cc3cc(OC)ccc3[nH]c2=O)S(C)(=O)=O)cc1	8%	1%

Compound profiles (already shown). Values in the order: UDG counter, AID inhibitor
CCN(CC)S(=O)(=O)c1ccc(C)c(N=CN(C)C)c1 reads 4%, 0%
COc1ccc(Cl)cc1NC(=O)c1nc2ccccc2nc1N1CCCCC1 reads -5%, -15%

(continued)
SMILES	UDG counter	AID inhibitor
Fc1ccc(N2CCN(c3ncnc4c3nc3n4CCCC3)CC2)cc1	0%	-10%
CC(N)COc1ccccc1C(F)(F)F (stereo not drawn)	-8%	15%
CCOc1ccc2nc(NC(=O)c3nc(SCc4ccc(C)cc4)ncc3Cl)sc2c1	-22%	16%
CCS(=O)(=O)N1CCc2cc(C(=O)Nc3cccc(C)c3C)ccc21	-21%	-2%
N#Cc1ccc(COC(=O)c2ccccc2NCCO)cc1	-6%	-5%
Cc1ccc(-n2c3nc(=O)n(C)c(=O)c-3cc3ccccc32)c(C)c1	-9%	25%
Cc1cc(SCc2ccccc2F)nc2ccccc12	-3%	-8%
Cc1cc(SCC(=O)c2ccc(F)cc2)nc2ccccc12	1%	-2%
Cc1ccc(-c2nnn(CCCn3c(=O)c4c(ncn4C)n(C)c3=O)n2)cc1	2%	-7%
Cc1ccc(C(=O)Nc2ccccc2C(=O)Cc2ccccc2)cc1	-6%	-5%
CC(C)CNc1nc(Oc2ccc(OCC(N)=O)nn2)nc(N2CCOCC2)n1	3%	10%
CCCCn1nc(C(=O)Nc2sc3c(c2C#N)CCCC3)c2ccccc2c1=O	0%	10%
O=C(NC1CCCCCCC1)c1nn(Cc2ccccc2)c(=O)c2ccccc12	10%	1%
O=C1CCCC2=C1C(c1ccncc1)n1nc(-c3cccc(Cl)c3)nc1N2 (stereo not drawn)	51%[activator]	u
Cn1ncc(C(=O)NCc2cccnc2)c1-n1cccc1	-13%	-4%
CCOC(=O)c1oc2ccc(S(=O)(=O)n3nc(-c4ccc(C)cc4)cc3N)cc2c1C	3%	4%
O=C(Nc1ccc(Cl)cc1C(F)(F)F)c1cc(S(=O)(=O)N2CCOCC2)ccc1F	9%	7%
CCCCN(CC)C(=O)CCCn1c(=O)c2cccn2c2ccccc21	-7%[57.5 µM]	u
CC(=O)c1cccc(NC(=O)CN(CCc2ccccc2)S(=O)(=O)c2ccccc2)c1	-12%	-14%
CC1=C(C(=O)Nc2ccccc2)C(c2ccncc2)n2nc(SCc3ccccc3Cl)nc2N1 (stereo not drawn)	1%	13%
Cc1ccc(C(=O)/C=C/c2cccc(OC(C)C(=O)O)c2)o1 (stereo not drawn)	3%	7%
Cc1nn2c(=O)cc(COC(=O)c3cccc(NC(=O)COc4ccccc4C)c3)nc2s1	4%	u
CC(=O)c1ccccc1OCC(O)Cn1c(CO)nc2ccccc21 (stereo not drawn)	8%	20%
O=c1oc2cc(OS(=O)(=O)c3ccccc3)ccc2cc1-c1ccccc1	-1%	0%

Seven structures already listed, ordered by count of non-hydrogen atoms, low to high:
SMILES	UDG counter	AID inhibitor
Cn1ncc(C(=O)NCc2cccnc2)c1-n1cccc1	-13%	-4%
CC(=O)c1ccccc1OCC(O)Cn1c(CO)nc2ccccc21 (stereo not drawn)	8%	20%
CCCCN(CC)C(=O)CCCn1c(=O)c2cccn2c2ccccc21	-7%[57.5 µM]	u
O=C1CCCC2=C1C(c1ccncc1)n1nc(-c3cccc(Cl)c3)nc1N2 (stereo not drawn)	51%[activator]	u
O=C(NC1CCCCCCC1)c1nn(Cc2ccccc2)c(=O)c2ccccc12	10%	1%
CC(=O)c1cccc(NC(=O)CN(CCc2ccccc2)S(=O)(=O)c2ccccc2)c1	-12%	-14%
Cc1nn2c(=O)cc(COC(=O)c3cccc(NC(=O)COc4ccccc4C)c3)nc2s1	4%	u

Continued.
SMILES	UDG counter	AID inhibitor
Cc1ccc(NC(=O)c2ccc(C(C)(C)C)cc2)c(C(=O)c2ccccc2)c1	-5%	-12%
COc1ccc(Nc2nc3ccccc3nc2NS(=O)(=O)c2ccc(NC(C)=O)cc2)cc1OC	-3%	53%[activator]
Cc1ccccc1C(C)NC(=O)CCC(=O)c1ccc2c(c1)CCC2 (stereo not drawn)	-6%	1%
COc1ccccc1CNC(=O)COCc1cc(-c2cccs2)on1	33%[activator]	-13%
CCOC(=O)c1ccc(Oc2coc3cc(OC(=O)c4ccccc4F)ccc3c2=O)cc1	-2%	-9%
CCCCN(C)CCNC(=O)c1ccc2c(c1)NC(=O)CN2	-6%	53%[activator]
CC(C)n1nc(C(=O)Nc2ccc(F)c(F)c2)c2ccccc2c1=O	-4%	3%
COc1cccc(C(=O)Nc2cc(C(C)(C)C)on2)c1	2%	0%
C=Cc1ccc(CSc2nc(-c3ccccc3C)nc3c2Cc2c(CO)cnc(C)c2O3)cc1	-8%	45µM*
COc1ccc(N2CCN(c3oc(/C=C/c4ccccc4OC)nc3C#N)CC2)cc1	-2%	u
CCc1nn2c(=O)cc(CN(CC)Cc3ccc(OCc4ccccc4)cc3)nc2s1	-4%	-9%
O=C(NC1CC1)c1ccc2c(c1)CCCC2	1%	4%
Cc1ccc(C)c(N2CCN(S(=O)(=O)c3cc(Br)cc4c3N(C(=O)C3CC3)CC4)CC2)c1	-1%	24%
O=S(=O)(c1ccc2c(c1)CCN2)N1CCOCC1	-4%	2%
COc1cc(CNC(=O)CCc2ccncc2)ccc1OC1CCCC1	-3%	-3%
Cc1ccc(CN(C)C(=O)CN2CCCC2c2ccc3c(c2)OCCO3)cc1 (stereo not drawn)	-1%	-3%
CCn1cc(C(=O)N2CCN(c3ccccc3OC)CC2)c2cc(OC)c(OC)cc2c1=O	3%	6%
CC(NS(=O)(=O)c1ccccc1F)C(=O)Nc1ccc(C(C)(C)C)cc1 (stereo not drawn)	10%	-1%
c1csc(-c2nc3ccccn3c2Nc2ccc3c(c2)OCCO3)c1	-23%[57.5 µM]	122%[activator]
CCCNC(=O)CN(C)Cc1nc2ccccc2o1	-10%	-3%
COc1ccccc1OC(C)C(=O)Nc1ccc(OC)c2ncccc12 (stereo not drawn)	-1%	0%
CCCCCc1ccc(-c2ccc(C3CCC(CCC)CC3)c(F)c2)nc1 (stereo not drawn)	3%	11%
O=C(O)c1cccc(-c2ccc(CNC3CCCCC3)o2)c1	-11%	-5%
COc1ccc(NC(=O)N2CCCn3nc(C)cc32)cc1OC	-11%	u
CC(C)Cn1c(SCC(=O)c2ccc(C#N)cc2)nnc1-c1ccccc1	-3%	-7%
COc1ccc(-c2nc3c4ccccc4n(CC(=O)Nc4ccc(C(C)C)cc4)c(=O)n3n2)cc1	-10%[57.5 µM]	10%
CCC(C)c1ccccc1NC(=O)COc1ncnc2ccc(Br)cc12 (stereo not drawn)	-1%	-6%
O=C1CCCC2=C1C(c1cccc(Br)c1)n1nc(-c3ccccc3)nc1N2 (stereo not drawn)	8%	-3%
CC(C)CC(=O)Nc1nnc(S(=O)(=O)N2CCCCCC2)s1	10%	7%
Cc1ccc(N/N=C/c2ccc(F)c(F)c2)cc1	-8%	-1%
Cc1ccc(NC(=O)CN2C(=O)C(c3ccccc3)=NC2(C)C)cc1C	-9%	-10%
O=C(CCS(=O)(=O)c1cc(Br)cc2c1N(C(=O)C1CC1)CC2)Nc1ccc(C(F)(F)F)cc1	5%	10%
CCOC(=O)C(NC(=O)Cc1c[nH]c2ccccc12)C(=O)OCC	2%	2%
Cc1ccc2c(CC(=O)Nc3c(C(=O)c4ccc(C)c(F)c4)oc4ccccc34)coc2c1	-25%	12%
NC(N)=NC(N)=Nc1cc(Cl)cc(Cl)c1	-11%	-6%
COc1ccc(OC)c(/C=C/C(=O)c2cc3ccccc3o2)c1	-11%	-24%
Cc1cc(Cl)ccc1OCC(=O)N(Cc1ccco1)Cc1ccccc1F	-11%[57.5 µM]	u
Cc1cccc(N2CCN(c3ncnc4c3cnn4-c3ccc(Cl)cc3)CC2C)c1 (stereo not drawn)	-12%	1%
Cc1cc(C)c(S(=O)(=O)NCC(c2ccco2)S(=O)(=O)c2ccccc2)c(C)c1 (stereo not drawn)	-1%	2%
Cc1ccc2c(c1)-c1c(cnn1CC(=O)N1CCN(c3ccccc3F)CC1)CO2	5%	u

Assay outcomes: PubChem, National Center for Advancing Translational Sciences (NCATS)
